# ALOX12 inhib: inhibitors of human 12-lipoxygenase (ALOX12) | Potency, µM (highest dose often 57.1 µM), without a hit: at the highest dose activity change, negative = inhibition, usual class: inhibitors | AID 1452 | purified 12-hLO, xylenol orange hydroperoxide absorbance | actives 0.12% (n = 150,000); further: potency means the concentration at half of the fitted maximal effect; nearly all actives have a fitted effect of over 55% in size; many of its hits are not listed in these tables
#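 Xylenol orange chromogenic assay: hydroperoxide from 12hLO oxidises Fe(II), giving red-shifted Fe(III)-XO absorbance. Conditions: 150 nM enzyme, 40 uM arachidonic acid, 25 mM Hepes pH 7.0, 0.01% Triton X-100, 30 min, room temperature.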
# PNC inhibitor: inhibitors of perinucleolar compartment assembly; activity change (PNC), negative = inhibition, % at 10 µM; PC3M PTB-GFP, PNC prevalence imaging, 16 h; hits give low values; AID 2417; actives 3.1% (n = 140,000);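 active means readout at or below -70, meaning at least 70% loss of cells showing the perinucleolar compartment, a nuclear body marking cancer cells; inconclusive means readout between -30 and a set limit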;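 further: plate controls were DMSO wells for no effect and camptothecin positive control wells for full effect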
#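 Read-out is percentage of cells bearing a perinucleolar compartment, from automated 20x imaging of fixed, Hoechst-stained PC3M PTB-GFP cells. Cells were seeded 4 h, then exposed 16 h to compound (23 nl of library stock) in duplicate plates.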
# ALOX15B inhib: blocks human 15-lipoxygenase 2 activity; O15296; purified 15hLO-2, xylenol orange hydroperoxide absorbance; Potency, µM (highest dose often 57.1 µM), without a hit: at the top dose activity change, negative = inhibition, usual class: inhibitors; actives 0.56% (n = 110,000); AID 881; further: potency means the concentration at half of the fitted maximal effect; nearly all actives have a fitted effect of over 60% in size; many of its hits are not listed in these tables
# Target sequence (O15296 whole entry, looked up): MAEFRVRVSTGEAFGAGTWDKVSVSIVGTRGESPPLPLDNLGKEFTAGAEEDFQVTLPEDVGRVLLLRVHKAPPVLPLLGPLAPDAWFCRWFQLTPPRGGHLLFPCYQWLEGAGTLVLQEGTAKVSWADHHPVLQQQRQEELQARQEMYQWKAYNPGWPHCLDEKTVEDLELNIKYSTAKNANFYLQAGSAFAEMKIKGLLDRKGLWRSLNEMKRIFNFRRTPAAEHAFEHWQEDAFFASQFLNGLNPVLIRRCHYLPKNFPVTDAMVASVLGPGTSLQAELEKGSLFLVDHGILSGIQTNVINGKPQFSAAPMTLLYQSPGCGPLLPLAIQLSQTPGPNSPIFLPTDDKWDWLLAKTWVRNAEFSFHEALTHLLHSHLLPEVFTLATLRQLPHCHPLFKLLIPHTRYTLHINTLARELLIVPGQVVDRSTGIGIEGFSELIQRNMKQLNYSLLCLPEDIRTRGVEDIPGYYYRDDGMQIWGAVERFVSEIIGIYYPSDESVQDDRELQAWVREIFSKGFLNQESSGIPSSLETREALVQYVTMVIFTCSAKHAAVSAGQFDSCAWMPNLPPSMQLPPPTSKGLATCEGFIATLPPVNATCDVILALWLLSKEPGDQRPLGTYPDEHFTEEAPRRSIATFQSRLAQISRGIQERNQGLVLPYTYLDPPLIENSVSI
#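 Screening format was qHTS against 50 nM purified 15hLO-2 in Hepes pH 7.5 with detergent. Activity follows hydroperoxide formation from 45 uM arachidonic acid, measured as 573:405 nm absorbance ratio of the ferric-xylenol orange complex.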
# IMPase inh: membrane-permeable compound that blocks inositol monophosphatase. P97697. CHO-M1 cells, IP1 accumulation, HTRF TR-FRET ratio. inhibition (IP1 accumulation), % at 46.1 µM. 120,000 tested, under 10 active. AID 901; active means well fitted curve in the direction sought with a large enough effect in the signal ratio, not every such curve was filed as active; inconclusive means small, poorly fitted or top-dose-only effect, or a change in a side signal; inactive means no such curve, though single readings can be large or run the other way; the % refers to the signal ratio;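 further: cells stimulated with carbachol in lithium chloride buffer; plate controls were DMSO basal wells for no effect and reference inhibitor wells for full effect; higher means more IMPase inhibition seen as more IP1 and lower FRET ratio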
# Target sequence (P97697 whole entry, looked up): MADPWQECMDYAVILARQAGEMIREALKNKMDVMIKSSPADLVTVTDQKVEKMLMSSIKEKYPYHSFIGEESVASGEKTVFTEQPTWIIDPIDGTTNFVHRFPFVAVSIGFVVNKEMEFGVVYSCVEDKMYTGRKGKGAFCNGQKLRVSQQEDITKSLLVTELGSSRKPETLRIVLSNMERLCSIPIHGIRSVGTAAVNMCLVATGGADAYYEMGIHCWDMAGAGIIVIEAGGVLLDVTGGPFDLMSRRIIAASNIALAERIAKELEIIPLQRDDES
#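 In this qHTS, compounds (final up to 46 uM) act on CHO-M1 cells that are then activated through the M1 receptor with carbachol, in pH 7.4 buffer containing 50 mM LiCl, for 30 min. IP1 accumulation is quantified by the IP-One immunoassay.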
# Active calls of the source: *; ? = inconclusive; · = no result given; [ ] = dose if it differs, or a comment. Unless noted, the call rests on the fitted dose curve; in most records, active means well fitted curve in the direction sought with a large enough effect; inconclusive means small, poorly fitted or top-dose-only effect, or another doubt; inactive means no such curve, though single readings can be large; an effect the other way counts as inactive or inconclusive. Unless noted, on the % scale 0 is the no-effect control and ±100 the full control effect. An excerpt; rates above refer to the full screens.
SMILES,ALOX12 inhib,PNC inhibitor,ALOX15B inhib,IMPase inh
O=C(O)CCC(=O)N1N=C(c2ccco2)CC1c1cccs1 (configuration not stated),-3%,-26,·,-2
OC(CNC1CCCc2ccccc21)COc1ccc2ccccc2c1 (configuration not stated),1%,-22,·,·
COC(=O)c1[nH]c2cccc(OC)c2c1NC(=O)CCN1CCN(c2ccccc2F)CC1,-6%,-18,34%[activator],20
COc1ccc(-c2nnc(SCc3ccccc3F)o2)cc1OC,-6%,45,5%,16
Cc1ccc(OCCCC(=O)Nc2ccc(S(=O)(=O)Nc3cc(C)on3)cc2)cc1,-8%,?,-18%,3
C/C(=N/NC(=O)c1ccc(Br)o1)c1ccc(C)o1,-1%,-25,·,·
CC(C)NS(=O)(=O)c1ccc(OCC(=O)NCC2CCCO2)c(Cl)c1 (configuration not stated),2%,66,-9%,-3
COc1cc(/C=N/NC(=O)c2ccc(O)cc2)ccc1Oc1ccc([N+](=O)[O-])cn1,-8%,?,·,?
CC(=O)Oc1ccccc1C(=O)Oc1ccccc1C(=O)O,2%,·,-2%,3[20.6 µM]
COc1ccc(C)cc1NC(=O)COC(C)=O,-3%,3,-3%,4

# Pulled by structure from the list above (4):
SMILES,ALOX12 inhib,PNC inhibitor,ALOX15B inhib,IMPase inh
OC(CNC1CCCc2ccccc21)COc1ccc2ccccc2c1 (configuration not stated),1%,-22,·,·
CC(=O)Oc1ccccc1C(=O)Oc1ccccc1C(=O)O,2%,·,-2%,3[20.6 µM]
C/C(=N/NC(=O)c1ccc(Br)o1)c1ccc(C)o1,-1%,-25,·,·
CC(C)NS(=O)(=O)c1ccc(OCC(=O)NCC2CCCO2)c(Cl)c1 (configuration not stated),2%,66,-9%,-3

# The list continues.
SMILES,ALOX12 inhib,PNC inhibitor,ALOX15B inhib,IMPase inh
COCCn1c(-c2cc(OC)c(OC)c(OC)c2)nc2oc3ccccc3c(=O)c2c1=O,-7%,-24,1%,-8
CCC(O)(C#CCN1CCCCC1)CC,-1%,-2,·,·
CCCN1Cc2cccc(C(=O)N3CCN(c4ccccc4)CC3)c2C1=O,-1%,2,0%,-7
Cc1cccc(Nc2ncnc3nc[nH]c23)c1,1%,36,·,-17
COc1ccc(-n2nnc3c(=O)n(CC(=O)N4CCCc5ccccc54)cnc32)cc1,-3%,-10,-6%,13
Cc1nc(Nc2ccc(Cl)c(Cl)c2)sc1C(=O)Nc1ccccc1,-12%,38,·,·
CC(=O)/C(=N\Nc1ccccc1)Sc1nnc(-c2ccccc2)n1-c1ccccc1,-1%,39,·,-1
CCOC(=O)c1cc(-c2ccccc2)sc1NC(=O)CN1C(=O)NC(CC)(c2ccc(F)cc2)C1=O (configuration not stated),-14%,?,-2%,0
C/C(CC(=O)NCc1ccco1)=N\NC(=O)Cc1cccc2ccccc12,-4%,15,-3%,-1
CCN(CC(=O)NCCc1ccc(S(N)(=O)=O)cc1)Cc1nc2cc(OC)c(OC)cc2c(=O)[nH]1,7%,14,9%,-8
O=C(OCc1c(Cl)cccc1Cl)c1ccncc1,-1%,-25,·,-8
COC(=O)C(C)N(C(=O)c1ccc(C(=O)c2ccccc2)cc1)c1c(C)cccc1C (configuration not stated),-4%,-19,1%,2
Cc1ccccc1S(=O)(=O)Cc1ccc(C(=O)NCCCN2CCN(C)CC2)o1,-3%,?,1%,-3
CC(=O)N(c1c(C)n(C)n(-c2ccccc2)c1=O)C1(C(=O)NC2CCCCC2)CCCCC1,7%,8,2%,7
Cc1ccc(N(C(C)C(=O)N2CCC(C)CC2)S(C)(=O)=O)cc1C (configuration not stated),1%,26,0%,1
CN(c1ccc(C(=O)Nc2ccc3c(c2)OCCO3)cc1)S(C)(=O)=O,3%,55,-1%,0
O=[N+]([O-])c1cccc(-c2nnc3ccc4ccccc4n23)c1,-3%,-14,·,7
Cc1c(C(=O)N2CCc3ccccc32)cnn1C,-4%,?,·,·
CCn1cc([N+](=O)[O-])c(C(=O)Nc2nc(-c3ccc(C)cc3)c(C)s2)n1,1%,?,0%,4
CCNC(=O)CCSc1nnc(-c2ccco2)o1,0%,0,·,·
CCCc1ccc(-c2cc(C(=O)NC3=NCCS3)c3ccccc3n2)cc1,2%,?,·,-9
CC(C)(C)C(=O)NC(=S)Nc1ccc(F)cc1,?,21,·,·
Cc1cc(C)c(NC(=O)COC(=O)CSc2ccc(Br)cc2C)c(C)c1,4%,-28,·,·
O=C(O)C1CCCCC1C(=O)NCCCc1ccccc1 (configuration not stated),-1%,-25,-1%,7
CC(C)CCCC(C)C1CCC2C3C(=O)C=C4CC(O)CC[C@@]4(C)C3CC[C@@]12C (some centres not stated),1%,·,-2%,·
O=C(CCNS(=O)(=O)c1ccc2c(c1)CCC(=O)N2)NCc1ccc2c(c1)OCO2,3%,10,14%,-6
COc1ccc(-n2c(=O)cnc3cnc(Nc4ccccc4)nc32)cc1,0%,·,3%,·
Cc1csc(NC(=O)c2cccc(C)c2C)n1,-9%,?,11%,-2
O=C(C1CCN(S(=O)(=O)c2cccc3cccnc23)CC1)N1CCc2ccccc21,-1%,34,-10%,-2
C=C1CCO[C@@]2([C@H](O)[C@@](C)(O)CO)NC(=O)[C@]1(O)NC2=O,0%[11.4 µM],·,0%[11.4 µM],·
Nc1nc(SCC(=O)c2ccc(Oc3ccccc3)cc2)n[nH]1,-11%,?,5%[2.29 µM],-2
Cc1[nH]c(N)nc(=S)c1CCC(=O)O,-1%[11.4 µM],·,4%[11.4 µM],·
O=C(CN1CCN(c2ccc(F)cc2)CC1)Nc1cccc(C(F)(F)F)c1,-14%,-20,27%,-2
COC(=O)N1CC(c2ccccc2)CC1=O (configuration not stated),-4%,?,1%[2.29 µM],-4
Cc1cccn2c(=O)c(C=NCc3ccco3)c(Nc3ccc(SC(F)F)cc3)nc12,0%,49,-10%,3
CCN1CCc2c(C#N)c(NCc3ccccc3)nc(NCCO)c2C1,0%,-7,20%,-14
Cc1cccc(Cn2c(=O)c3c(nc4n3CCN4Cc3ccco3)n(C)c2=O)c1,-4%,-21,·,10
CCc1nc(SCCO)c2oc3ccccc3c2n1,-3%,16,6%,-3
COCCNC(=O)c1ccc(N2CCC3(CC2)OCCO3)c([N+](=O)[O-])c1,3%,-25,·,-6
Cc1nn(C)c(C)c1S(=O)(=O)N(CC(=O)Nc1nccs1)c1ccc(C(C)C)cc1,-6%,22,·,-4
Cc1cccc(-n2[nH]c3c4c(ccc3c2=O)C(=O)c2ccccc2C4=O)c1,-5%,?,·,-11
COc1ccc2oc3cc(C)[n+]([O-])c(-c4ccc(Cl)cc4)c3c2c1,7%,33,·,·
Cc1ccc(C2=CC(c3ccc(N(C)C)cc3)n3nnnc3N2)cc1 (configuration not stated),-4%,4,-12%,-1
C=C1CCC(O)C/C1=C/C=C1\CCC[C@@]2(C)C(C(C)/C=C/C(C)C(C)C)CC[C@@H]12 (some centres not stated),-2%,·,-13%,·
COc1cccc(CNC(=O)Cc2ccc(Br)cc2)c1,0%,-13,·,-12
O=C(c1cnccn1)N(c1ccccc1)C1(C(=O)NC2CCCC2)CCCCC1,2%,-25,8%,-1
CCOc1cc2[nH]c(=O)n(CC3CCC(C(=O)NCCCOC)CC3)c(=O)c2cc1OCC (configuration not stated),2%,-25,7%,2
COCCn1c(SCC(=O)Nc2cccc(OC)c2)nnc1-c1ccc(Cl)cc1,-5%,8,-3%,-9
Cc1sc2ncnc(Sc3ccccc3C(=O)Nc3ccccc3Cl)c2c1C,-1%,0,·,?
Cc1cc(C)cc(NC(=O)c2ccccc2NC(=O)CCC(=O)O)c1,2%,-27,·,·
# (cont.)
SMILES,ALOX12 inhib,PNC inhibitor,ALOX15B inhib,IMPase inh
O=C(c1ccc(F)cc1)C1CCN(C(=S)Nc2ccccc2)CC1,-4%,20,·,0
Cc1c(C(=O)N2CCN(c3ccc(F)cc3)CC2)sc2nc(-c3ccccc3)cn12,1%,-8,32%[activator],-1
Cc1ccccc1NC(=O)c1ccc(S(=O)(=O)N(C)C)cc1,1%,-6,·,0
CCOC(=O)CCSc1nc(C)c2cc(OC)ccc2n1,-9%,?,·,-8[0.369 µM]
CCOc1cc(CNCCSc2nnnn2C)cc(Br)c1OCc1ccc(F)cc1,-7%,?,·,-4
C[C@@]1(O)C(O)[C@@H](CO)O[C@H]1n1cnc2c(NC3CCCC3)nc(Cl)nc21 (some centres not stated),-5%,·,16%,·
CCOc1ccccc1NC(=O)CC1NCCNC1=O (configuration not stated),0%,23,3%,1
O=C(Cn1cnc2ccccc2c1=O)N1CCN(Cc2ccccc2)CC1,0%,?,-8%,-6
Cc1cc(OCC(=O)NCCO)cc(C)c1Cl,3%,?,4%,6
COc1cc(CNCCc2c[nH]c3ccccc23)ccc1OCc1ccccc1F,-8%,65,59%[activator],?

# Single records (already shown).
# `Cc1cc(OCC(=O)NCCO)cc(C)c1Cl` reads ALOX12 inhib = 3%; PNC inhibitor = ?; ALOX15B inhib = 4%; IMPase inh = 6
# `O=C(Cn1cnc2ccccc2c1=O)N1CCN(Cc2ccccc2)CC1` reads ALOX12 inhib = 0%; PNC inhibitor = ?; ALOX15B inhib = -8%; IMPase inh = -6

# Additional results
SMILES,ALOX12 inhib,PNC inhibitor,ALOX15B inhib,IMPase inh
C=CCc1ccc(O)c(-c2cc(CC=C)ccc2O)c1,-2%[0.00818 µM],·,?,·
c1ccc2c(c1)nc1n2CCN1CCNC1CCCCC1,-2%,3,60%[activator],8
CCCn1nnc(NC(=O)c2ccc(OC)cc2)n1,6%,?,2%,1
CC1CC2(CC(C)(C(=O)CSc3n[nH]c(-c4ccccc4Cl)n3)OC2=O)C(=O)O1 (configuration not stated),-6%,-20,-28%,10
CCCCCCC(=O)NC(Nc1ccc(S(N)(=O)=O)cc1)C(Cl)(Cl)Cl (configuration not stated),-4%,-12,6%,2
Cc1ccccc1N(CC(=O)N1CCN(c2ccccc2)CC1)S(C)(=O)=O,4%,?,-6%,-2
CCOC(=O)N1CCN(C(=O)CN(Cc2ccccc2)S(=O)(=O)c2ccc(OC)c(C)c2)CC1,0%,?,8%[2.29 µM],8
COc1cccc(CNC(=O)c2ccc(S(=O)(=O)N3CCCC3)cc2)c1,4%,40,-5%,6
Cc1cc(C)n2nc(SCC#N)nc2n1,3%,-13,·,-13
CC1CCC(C(=O)NC(C(=O)NCCN2CCC(C)CC2)C(C)C)CC1 (configuration not stated),0%,12,0%,-5
O=C(C1CCCO1)N1CCc2ccccc21 (configuration not stated),-7%,17,-5%,2
Cc1ccccc1N1C(=O)c2ccccc2C1Nc1cccnc1 (configuration not stated),-3%,8,3%,1
COc1ccc(/C(C#N)=C/c2c(-c3ccc(Cl)cc3)nc3c(C)cccn23)cc1,-2%,4,32%[activator],2
Cc1cc(/C=C2/NC(=O)NC2=O)c(C)n1-c1cccnc1,1%,?,·,·
CC(C)Cn1nc(NC(=O)C2CCCO2)c2cc3ccccc3nc21 (configuration not stated),-15%,?,-13%,-3
CC(=O)Nc1ccc(NC(=O)COC(=O)c2c(C)nn(-c3ccccc3)c2C)cc1,-2%,-83*,·,·
CC(=O)Nc1cc2c(cc1NC(=O)Cn1nc(-c3ccccc3F)ccc1=O)OCCO2,-4%,-26,-1%,-15
CN(C)c1ccc(C=C2C(=O)OC(C)(C(C)(C)C)OC2=O)cc1 (configuration not stated),4%,-8,-16%,6
Cc1ccc(NC(=S)N/N=C/c2c(Cl)cccc2Cl)c(C)c1,?,-98*,·,13
CC(=O)Nc1ccc(-c2nn[nH]n2)cc1Cl,1%,-18,-7%,-2
COc1ccc(-c2nn(CC(=O)N3CCCCC3)c(=O)c3ccccc23)cc1,9%,85,1%,4
CC(C)OC(=O)CC12CN(C)CC(CC(=O)OC(C)C)(CN(C)C1)C2=O,-3%,45,2%,10
COc1cc(/C=N/N=C2/C(=O)Nc3ccccc32)ccc1O,-1%,16,·,·
O=C(/C=C/c1ccco1)N/C(=C\c1ccco1)C(=O)NCCc1nc2ccccc2[nH]1,3%,-15,·,·
NNC(=O)Cn1c(COc2ccc(Cl)cc2)nc2ccccc21,-1%,-7,·,·
